# Screening results from PubChem.
# uPA generation – qHTS for Inhibitors of Cell Surface uPA Generation | AID 540303, 2011 | 330,000 compounds, 0.31% hits | Potency, µM (highest dose often 38.3 µM), for inactives: at the highest dose activity change, negative = inhibition, hits mostly inhibitors | cell surface uPA generation assay, qHTS; active = well fitted inhibition curve with a large enough effect; inconclusive = small, poorly fitted or top-dose-only effect; inactive = no such curve, though single readings can be large or run the other way; tested in mouse RAW 264.7 cells; also: potency is read from the fitted curve at half-maximal effect; % is scaled to controls: 0 for no effect and ±100 for the full control effect; nearly all actives have a fitted effect of over 55% in size
# TSHR antag – Antagonists of the Thyroid Stimulating Hormone Receptor: HTS campaign. Thyrotropin receptor (Homo sapiens), P16473. TSHR-expressing cells, TSH-stimulated cAMP HTRF, 2 h; stronger effect = lower value. activity change, negative = inhibition, % at 11.5 µM. 330,000 compounds, 0.2% hits. AID 504810, 2011;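 active = activity change below a set negative limit, meaning inhibition stronger than a set level, cut at about -70% in these data; inconclusive = activity change between two set negative limits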; also: % is scaled to controls: 0 for no effect and ±100 for the full control effect
#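 Freshly harvested TSHR cells receive pin-tooled compound, then EC80 TSH at 4nM final. After 2 hours at 37 deg C, antibody in lysis buffer and cAMP-d2 are added; 30 minutes at ambient temperature precede the HTRF read.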
# USP2a inh – qHTS Assay for Inhibitors of Ubiquitin-specific Protease USP2a Using CHOP2 as the Reporter | Ubiquitin carboxyl-terminal hydrolase 2 (Homo sapiens), O75604 | USP2 core, Ub-CHOP2 coupled fluorogenic reporter, 485/531 | Potency, µM (highest dose often 38.3 µM), for inactives: at the highest dose activity change, negative = inhibition, usual class: inhibitors | 330,000 compounds, 0.01% hits | AID 463254, 2010;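 also: potency is read from the fitted curve at half-maximal effect; plate controls were DMSO wells for no effect and full inhibition by NEM control for full effect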
#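 USP2 core (10nM final) preincubated 30min RT with compound in 20mM Tris-HCl pH 8.0, 2mM CaCl2, 2mM beta-mercaptoethanol, 0.05% CHAPS; 25nM Ub-CHOP2 plus 25nM reporter substrate added, fluorescence (Ex485/Em531) read after 60min.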
# Chronic BCR inh – qHTS Assay to Find Inhibitors of Chronic Active B-Cell Receptor Signaling | 340,000 compounds, 0.05% hits | Potency, µM (highest dose often 46.1 µM), without a hit: top-dose ratio change, negative = lower green/red ratio, actives largely listed as inhibitors | ABC-DLBCL IkBa-CBG/CBR reporter, luminescence ratio, 4 h; active = well fitted inhibition curve with a large enough effect in the signal ratio, with a control signal flat, not every such curve was filed as active; inconclusive = small, poorly fitted or top-dose-only effect, or effect the other way, or a change in a side signal; the % refers to the signal ratio;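 also: potency is read from the fitted curve at half-maximal effect; plate controls were basal doxycycline-induced cells for no effect and cells given 10 µM MG132 for full effect; MG132 reads +100%, hits lower the ratio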
#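 Compounds up to 46 uM were incubated four hours with TMD8 cells whose green CBG68 luciferase is fused to IkappaBalpha; red CBR luminescence normalised the signal, and concentration-effect curves were fitted to fusion, red and ratio data.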
# PTAP TSG101 blk – qHTS Assay for Iinhibitors of HIV-1 Budding by Blocking the Interaction of PTAP/TSG101; Tumor susceptibility gene 101 protein (Homo sapiens), Q99816; Fluorescence polarization, FITC-PTAP peptide / Tsg101 binding; Potency, µM (doses to about 115 µM), without a hit: top-dose activity change, negative = inhibition, most hits filed as inhibitors; 340,000 tested, under 10 active; active = well fitted inhibition curve with a large enough effect in the main read-out, with a control signal flat, not every such curve was filed as active; inconclusive = small, poorly fitted or top-dose-only effect, or effect the other way, or a change in a side signal; inactive = no such curve, though single readings can be large or run the other way; also: potency is read from the fitted curve at half-maximal effect; % of control where 0% means no effect
# Target sequence (Q99816 whole entry, looked up): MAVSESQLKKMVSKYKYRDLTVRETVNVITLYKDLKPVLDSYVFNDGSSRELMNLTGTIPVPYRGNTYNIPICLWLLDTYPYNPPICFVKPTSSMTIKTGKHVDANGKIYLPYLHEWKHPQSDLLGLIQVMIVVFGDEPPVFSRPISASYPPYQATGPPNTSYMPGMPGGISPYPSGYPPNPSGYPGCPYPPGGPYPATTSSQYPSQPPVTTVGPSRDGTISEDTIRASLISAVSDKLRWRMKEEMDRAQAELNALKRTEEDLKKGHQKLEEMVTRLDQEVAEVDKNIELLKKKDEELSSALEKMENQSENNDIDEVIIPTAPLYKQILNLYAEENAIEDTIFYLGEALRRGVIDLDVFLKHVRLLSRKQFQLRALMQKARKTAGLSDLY
#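 Fluorescence polarization binding of Tsg101 binding domain (10 uM final) to FITC-labeled PTAP peptide (50 nM final) in HEPES pH 7.5 buffer with NaCl, Tween 20, EDTA, TCEP. Compounds added before peptide; binding 20 min at RT.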
# Eya2 inh – qHTS Assay for Inhibitors of the Phosphatase Activity of Eya2; 330,000 compounds, 0.006% hits; Protein phosphatase EYA2 (Homo sapiens), O00167; Potency, µM (titrated, usually from 76.9 µM), for inactives: at the top dose activity, negative = inhibition, usual class: inhibitors; recombinant Eya2, OMFP fluorescence dephosphorylation (OMFP is methylfluorescein phosphate); also: potency is read from the fitted curve at half-maximal effect; % is scaled to controls: 0 for no effect and ±100 for the full control effect
#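 Eya2 protein (added as 0.2 uM solution) was preincubated with compound for 10 min at ambient temperature in 50 mM HEPES pH 7.5, 50 mM NaCl, 5 uM MgCl2, 0.05% BSA, 1 mM DTT. OMFP (added at 50 uM) then reacted 10 min; fluorescence read at 485/525 nm.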
# ELG1 repair inh – qHTS screen for small molecules that inhibit ELG1-dependent DNA repair in human embryonic kidney (HEK293T) cells expressing luciferase-tagged ELG1. Potency, µM (series often up to 46.1 µM), for the others: at the top dose activity change, negative = inhibition, most hits filed as inhibitors. HEK293T ELG1-luciferase reporter, luminescence, 16 h; DNA damage induced by 5-fluorouridine. 330,000 compounds, 2.3% hits; also: potency is read from the fitted curve at half-maximal effect; % is scaled to controls: 0 for no effect and ±100 for the full control effect; nearly all actives have a fitted effect of over 55% in size
#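 Quantitative HTS, concentration-response format. 2,000 cells/well co-treated with 5-fluorouridine and compound, 16 hr in 5% CO2 at 37 °C; ONE-Glo luminescence read after 30 min.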
# Mito fusion act – qHTS Assay for Small Molecule Inhibitors of Mitochondrial Division or Activators of Mitochondrial Fusion; AID 485298, 2010; S. cerevisiae fusion-defective mutant growth rescue, CellTiterGlo 48 h; Potency, µM (highest dose often 46.1 µM), without a hit: at the highest dose growth rescue (activation), usual class: activators; 320,000 compounds, 0.23% hits;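 also: potency is read from the fitted curve at half-maximal effect; % of control where 0% means no effect; nearly all actives have a fitted effect of over 45% in size; temperature-sensitive fusion mutants such as fzo1-1 at 37 °C on non-fermentable ethanol glycerol medium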
#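 Compounds are tested for their ability to restore growth of mitochondrial fusion-defective yeast strains at non-permissive 37C in YPEG medium over 48 hours. Viability is quantified by luciferase luminescence.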
# TCR act – Activators of T cell receptors: qHTS campaign; primary human leukocytes, anti-CD3, IL-2 HTRF, 48 h; Potency, µM (highest dose often 9.22 µM), for inactives: at the top dose activation of IL-2 secretion, most hits filed as activators; 330,000 tested, under 10 active; also: % of control where 0% means no effect
#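 IL-2 release read by HTRF sandwich (Eu cryptate donor, d2 acceptor, 665 nm emission) after 48 hr exposure of primary human leukocytes to compound together with anti-CD3 beads in the absence of co-stimulatory signals.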
# B2AR arrestin – qHTS assay of beta-arrestin-biased ligands of beta2-adrenergic receptor | AID 492947, 2010 | Beta-2 adrenergic receptor (Homo sapiens), P07550 | 330,000 compounds, 0.02% hits | Potency, µM (series often up to 46.1 µM), without a hit: at the highest dose activation, hits mostly activators | beta-arrestin recruitment to beta2AR, cell-based reporter;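 also: potency is read from the fitted curve at half-maximal effect; 0% = DMSO controls and full agonism = EC100 isoproterenol or metaproterenol; nearly all actives have a fitted effect of over 65% in size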
# Tb PFK inh – qHTS Assay to Find Inhibitors of T. brucei phosphofructokinase; Potency, µM (highest dose often 57.5 µM), for the others: at the highest dose activity, negative = inhibition, most hits filed as inhibitors; ATP-dependent 6-phosphofructokinase (Trypanosoma brucei brucei), O15648; T. brucei PFK, ADP-Glo luminescence; 330,000 compounds, 0.17% hits;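 also: potency is read from the fitted curve at half-maximal effect; 0% = uninhibited 1x PFK enzyme wells and -100% = no-enzyme wells; nearly all actives have a fitted effect of over 60% in size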
# Target sequence (O15648 whole entry, looked up): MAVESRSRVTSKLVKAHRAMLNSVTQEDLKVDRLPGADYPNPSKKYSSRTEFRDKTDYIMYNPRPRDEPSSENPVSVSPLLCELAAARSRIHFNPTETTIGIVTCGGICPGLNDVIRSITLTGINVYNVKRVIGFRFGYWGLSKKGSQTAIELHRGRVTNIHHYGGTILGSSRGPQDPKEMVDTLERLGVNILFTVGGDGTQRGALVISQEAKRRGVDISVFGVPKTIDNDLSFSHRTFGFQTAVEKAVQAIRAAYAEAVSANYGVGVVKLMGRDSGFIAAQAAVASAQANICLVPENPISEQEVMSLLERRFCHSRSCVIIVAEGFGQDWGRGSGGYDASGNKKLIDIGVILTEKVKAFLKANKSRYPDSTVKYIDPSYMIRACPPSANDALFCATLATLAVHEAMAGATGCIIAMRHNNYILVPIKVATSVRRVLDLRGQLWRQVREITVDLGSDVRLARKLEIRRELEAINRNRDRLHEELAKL
#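 Compounds were pin-transferred as a titration series up to 57 uM into substrate buffer (0.5 mM F6P, 0.1 mM ATP, pH 8.0), then 1.25 nM PFK was added and reactions ran 45 min before ADP-Glo detection.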
# The depositor's hits bear a star; ? = inconclusive; . = no result given; [ ] = another dose, or the depositor's remark. Unless noted, calls follow the shape of the dose curve; as a rule, active = well fitted curve in the direction sought with a large enough effect; inconclusive = small, poorly fitted or top-dose-only effect, or another doubt; inactive = no such curve, though single readings can be large; an effect the other way counts as inactive or inconclusive.
Structure,uPA generation,TSHR antag,USP2a inh,Chronic BCR inh,PTAP TSG101 blk,Eya2 inh,ELG1 repair inh,Mito fusion act,TCR act,B2AR arrestin,Tb PFK inh
CCNC(=S)NNC(=O)c1cccn(Cc2ccc(Cl)cc2Cl)c1=O,-4%,-8,1%,13%,-9%,8%,-2%,1%,-1%,-1.1%,0%
Cn1c(=NC(=O)c2ccc(S(=O)(=O)N3CCCc4ccccc43)cc2)sc2cc(S(C)(=O)=O)ccc21,17%,2,2%,2%,-1%,2%,-2%,10%,-6%[46.1 µM],-0.7%,0%
COc1ccc(-c2c(-c3ccccc3OC)sc3ccccc23)cc1C=O,1%,-20,3%,?,0%,7%,?,1%,-3%,0.0%,2%
Cc1cc2oc(C(=O)Nc3c(C)n(C)n(-c4ccccc4)c3=O)c(C)c2cc1C,-6%,-18,-1%,2%,0%,3%,?,-1%,-4%,-0.8%,2%
O=C(C[n+]1cccc(CNC(=O)c2ccc(OC(F)F)cc2)c1)Nc1cccc(C(F)(F)F)c1,-1%,17,1%,10%,1%,-3%,23%,-11%,2%[46.1 µM],-0.9%,3%
Cc1ccc(-n2nnnc2SCC(=O)c2c(N)n(CC(C)C)c(=O)n(C)c2=O)cc1,.,-7,2%,2%,-2%,-23%,-6%,-3%,3%,-0.2%,-3%
N=C1/C(=C/c2ccc(Br)o2)C(=O)N=C2SC(CC(=O)N3CCCC3)=NN12,4%,-8,2%,-1%,-1%,-12%,18%,7%,-6%,-0.3%,-9%
Cc1ncc(CN=Cc2ccc(Cl)cc2)c(N)n1,21%,2,0%,7%,-5%,-12%,2%,6%,1%,-0.4%,1%
CCCc1cc(=S)n2c([nH]c3ccccc32)c1C#N,-3%,-31,0%,?,-3%,2%,16µM*,14%,8%,0.2%,-1%
COc1ccc(NC(=O)CN(C)C(=O)c2ccc(N3CCCCCC3)c([N+](=O)[O-])c2)cc1,-7%,25,-4%,19%,1%,-10%,-7%,?,-2%,0.2%,12%
CC(C)NC(=O)Cn1cnc2c(cnn2-c2ccc(F)cc2)c1=O,3%,6,0%,5%,1%,0%,4%,-2%,-1%,0.0%,1%
CC(C)c1ccc(NC(=S)N2CCN(Cc3ccccc3)CC2)cc1,3%,-8,0%,0%,-1%,-4%,0%,9%,6%,-0.5%,-5%

# Some values from the results shown.
# `Cc1cc2oc(C(=O)Nc3c(C)n(C)n(-c4ccccc4)c3=O)c(C)c2cc1C` – PTAP TSG101 blk: 0%
# `Cc1ccc(-n2nnnc2SCC(=O)c2c(N)n(CC(C)C)c(=O)n(C)c2=O)cc1` – B2AR arrestin: -0.2%
# `COc1ccc(-c2c(-c3ccccc3OC)sc3ccccc23)cc1C=O` – Tb PFK inh: 2%

# Next part
Structure,uPA generation,TSHR antag,USP2a inh,Chronic BCR inh,PTAP TSG101 blk,Eya2 inh,ELG1 repair inh,Mito fusion act,TCR act,B2AR arrestin,Tb PFK inh
Cc1c(NC(=O)Cc2cccs2)cccc1[N+](=O)[O-],-4%,9,7%,1%,-2%,1%,9%,-2%,1%,-0.7%,-5%
CC(=O)N1CCc2cc(S(=O)(=O)NC(C(=O)Nc3nc(C)cs3)C(C)C)ccc21 (configuration not stated),-4%,-7,2%,-1%,-4%,-17%,7%,-2%,-3%,0.9%,-1%
Cc1ccsc1/C=N/NC(=O)CNC(=O)c1ccco1,-1%,3,0%,1%,-2%,-3%,?,-4%,2%,0.2%,2%
CCNC(=S)N1CCc2cc(OC)c(OC)cc2C1COc1ccc(F)cc1 (configuration not stated),-6%,-2,3%,-11%,-2%,-21%,?,1%,2%,0.0%,-6%
Cc1cccc(NC(=O)COC(=O)c2cccc3c2C(=O)c2ccccc2C3=O)c1C,-8%,-3,3%,-2%,-5%,-5%,21µM*,29%,-1%[46.1 µM],0.5%,8%
NC(=O)c1ccc(NC(=O)COC(=O)c2cc3ccccc3cc2O)cc1,-3%,-9,3%,-5%,-1%,0%,26%,.,6%[46.1 µM],-1.2%,4%
COc1ccc(CNc2cccc3[nH]c(C(F)(F)F)nc23)cc1OC,-12%,-2,0%,-4%,-6%,14%,26µM*,-23%,4%,-0.3%,-2%
CCN1CCN(c2c(Cl)cccc2NC(=O)c2ccc3nsnc3c2)CC1,1%,-2,0%,9%,-4%,3%,-8%,-2%,-1%,-0.7%,1%
O=CN1CCN(c2ncnc3c2nnn3Cc2c(F)cccc2Cl)CC1,-1%,0,4%,?,-2%,3%,6%,-3%,2%,0.2%,3%
CCCN1CCN(C(=O)c2cc3c(s2)-c2ccccc2OC3)CC1,10%,-18,4%,5%,-2%,-9%,?,-6%,0%,0.2%,-1%
Cc1ccc(-c2cc(C(=O)Nc3cccnc3)c3ccccc3n2)o1,6%,-10,2%,0%,-28%,5%[15.4 µM],?,-1%,-1%,-0.2%,?
O=C(CN1C(=O)C2CCCCN2C(=O)c2ccccc21)Nc1ccc(F)cc1 (configuration not stated),21%,-6,0%,-7%,-3%,4%,4%,2%,-6%,-0.2%,0%
CCCNC(=O)Nc1nnc(C2CC2)s1,9%,-9,9%,?,-12%,7%,?,-2%,3%,-0.5%,2%
COc1ccc(-n2c(C)csc2=S)cc1,2%,-9,0%,-4%,0%,5%,3%,-5%,-1%[46.1 µM],-0.6%,0%
C(=N\n1cnnc1)/c1ccccn1,1%,0,2%,6%,-5%,-22%,7%,-3%,5%,0.2%,-7%
CCOc1ccccc1NC(=O)NNS(=O)(=O)c1cc(OC)ccc1OC,1%,1,0%,0%,0%,6%,-5%,-3%,3%,-0.6%,1%
CCCCNC(=O)C12CCC(C)(C(=O)C1Br)C2(C)C (configuration not stated),-8%,-8,2%,0%,-2%,0%,8%,-1%,1%[46.1 µM],0.0%,-3%
CCOc1ccc(-n2nc3c(SCCN4CCCC4)nnc(C)c3c2C)cc1,-5%,12,0%,-9%,0%,-5%,-7%,-8%,-9%[46.1 µM],-1.3%,3%
Cc1ccc(C(=O)N(C)CC(=O)Nc2ccc(F)c(F)c2F)o1,-1%,-7,-7%,3%,1%,-5%,-11%,10%,.,0.0%,-11%
Cc1cc(C(F)(F)F)nn1C(=O)c1cccnc1Cl,4%,-7,1%,?,-6%,-16%,?,-2%,0%,0.2%,5%
CCn1c(=O)cc(OCC(=O)Nc2ccc3c(c2)OCCO3)c2ccccc21,2%,-3,-1%,?,-2%,6%,?,-3%,-4%,-1.8%,-2%
OCCN(CCO)Cc1ccc(Br)cc1,2%,4,3%,5%,-1%,11%,-4%,-2%,2%,-0.1%,-6%
Cc1cccc(NC(=O)CNC(=O)Cn2cc(C(F)(F)F)cc(Cl)c2=O)c1C,2%,-2,0%,-4%,-3%,-19%,22%,0%,-8%,0.3%,-1%

# Some of these compounds in order of their number in uPA generation, high to low:
molecule,uPA generation,TSHR antag,USP2a inh,PTAP TSG101 blk,Eya2 inh,TCR act,B2AR arrestin,Tb PFK inh
CCn1c(=O)cc(OCC(=O)Nc2ccc3c(c2)OCCO3)c2ccccc21,2%,-3,-1%,-2%,6%,-4%,-1.8%,-2%
O=C(C[n+]1cccc(CNC(=O)c2ccc(OC(F)F)cc2)c1)Nc1cccc(C(F)(F)F)c1,-1%,17,1%,1%,-3%,2%[46.1 µM],-0.9%,3%
CCCc1cc(=S)n2c([nH]c3ccccc32)c1C#N,-3%,-31,0%,-3%,2%,8%,0.2%,-1%
